High-throughput results (PubChem BioAssay)
IDE act: boosts human insulin-degrading enzyme activity in HEK cells; FAbeta-B cleavage, fluorescence polarization; 0% vehicle, 100% cell-free pure enzyme wells; activation, % at 5.96 µM; 340,000 compounds, 0.073% hits;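 active = activation above the mean of all tested compounds plus 3 SD, set per screening campaign, cut at about 17% in these data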
CRFBP-R2 agonist: agonists of human CRF-binding protein/CRF-R2 receptor complex; HEK293 CRF-R2/CRF-BP, calcium dye fluorescence (FLIPR); percent of saturating CRF peptide response; activation, % at 13.2 µM; 350,000 compounds, 0.46% hits; AID 588473;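 active = activation of at least 50%, plus an integration ratio under a set limit after plate pattern correction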;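 note: plate controls were neutral control wells without compound for no effect and CRF at EC100 for full effect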
pCIP destab: p/CIP protein destabilization | Q05BA5 | F442A p/CIP-EGFP cells, EGFP fluorescence, 16 h | decrease of EGFP signal, % at 10 µM | 290,000 compounds, 0.01% hits;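 active = EGFP signal decrease of at least 30% at 10 µM or well 3 SD below plate mean, unless failing retest; inactive = the rest, including hits failing retest or dose response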; note: some compounds called inactive have numbers as strong as hits; many of its hits are not listed in these tables
CRFBP-R2 block: CRF-BP/CRF-R2 complex antagonism | HEK293 CRF-R2/CRF-BP, CRF-induced calcium fluorescence | inhibition, % at 11.8 µM | 350,000 compounds, 0.59% hits | AID 588475;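 active = inhibition of the ligand-induced calcium signal above about 50% at the single tested concentration, limit read from the data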
IDE inh: inhibits human insulin-degrading enzyme in HEK cells. FAbetaB cleavage, fluorescence polarization. inhibition, % at 5.59 µM. 320,000 compounds, 0.41% hits. P14735;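 active = percent inhibition above the average of all tested compounds plus 3 SD, set per screening campaign, cut at about 16% in these data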;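 note: IDE supplied by intact live HEK cells; FP after avidin binding of uncleaved biotin substrate so inhibition keeps polarization high; 0% = DMSO wells and 100% = 60 µM reference IDE inhibitor Ii1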
PHOSPHO1 inh: PHOSPHO1 (human) inhibition; Q8TCT1; recombinant PHOSPHO1, absorbance phosphatase assay; inhibition, % at 13.3 µM; 290,000 compounds, 1.1% hits; AID 1565; in the data active = inhibition above about 60%
Target sequence (Q8TCT1 whole entry, looked up): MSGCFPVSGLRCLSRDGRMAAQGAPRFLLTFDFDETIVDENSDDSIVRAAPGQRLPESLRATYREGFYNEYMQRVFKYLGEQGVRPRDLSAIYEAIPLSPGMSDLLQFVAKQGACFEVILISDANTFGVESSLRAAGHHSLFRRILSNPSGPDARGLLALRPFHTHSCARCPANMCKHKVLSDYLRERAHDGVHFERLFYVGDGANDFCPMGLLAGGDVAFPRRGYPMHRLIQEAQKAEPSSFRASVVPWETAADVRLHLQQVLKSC
MEKK3 PB1 HTS: MEKK3-MEK5 PB1 interaction, increase or decrease; Q99759; bead-based flow cytometry, Alexa488-MEK5 binding to MEKK3; actives lie on both sides; 0 = blocked by unlabeled MEK5, 100 = vehicle; binding response (% of control), % at 10 µM; 290,000 compounds, 1.4% hits; AID 1529;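 active = binding response more than 3 SD above or below the average of its plate-row segment, actives on both sides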;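 note: Alexa488 bead fluorescence after subtracting the streptavidin-only scavenger bead signal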
M4 PAM: CHRM4 positive allosteric modulation. 360,000 compounds, 0.4% hits. activation, % at 3 µM. CHO-K1 hM4/Gqi5, Fluo-8 calcium fluorescence, ACh EC20; 0% = ACh EC20, 100% = maximal ACh;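 active = activation above its plate's cutoff, the mean activation of sample wells plus 3 SD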; note: some results filed as inactive read as strong as hits
Target sequence (P08173 whole entry, looked up): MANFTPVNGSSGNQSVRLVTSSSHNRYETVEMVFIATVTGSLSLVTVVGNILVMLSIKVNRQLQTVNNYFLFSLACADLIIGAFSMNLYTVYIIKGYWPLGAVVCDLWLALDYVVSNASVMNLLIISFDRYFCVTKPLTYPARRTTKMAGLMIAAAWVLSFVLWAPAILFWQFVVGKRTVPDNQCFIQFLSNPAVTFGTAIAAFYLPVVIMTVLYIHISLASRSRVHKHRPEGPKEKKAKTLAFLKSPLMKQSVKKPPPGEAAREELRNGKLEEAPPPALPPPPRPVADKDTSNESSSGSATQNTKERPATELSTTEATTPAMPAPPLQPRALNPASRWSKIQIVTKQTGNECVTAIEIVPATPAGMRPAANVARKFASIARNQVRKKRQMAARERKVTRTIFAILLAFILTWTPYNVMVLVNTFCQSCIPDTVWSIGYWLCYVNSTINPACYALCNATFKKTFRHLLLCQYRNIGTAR
GalR3 antagonist: antagonists of human GalR3. O60755. HEK293 GalR3-CNG cAMP membrane potential fluorescence; galR3 body fused to GalR1 C-terminus. inhibition, % at 3 µM. 360,000 compounds, 0.44% hits;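 active = inhibition above the screen-wide average plus 3 SD, cut at about 13% in these data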;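 note: forskolin and galanin both at EC90 stimulate the cells; cAMP rise reported by CNG channel membrane potential dye signal; 0% = forskolin plus galanin with DMSO and 100% = forskolin alone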
Target sequence (O60755 1-299 limits assumed): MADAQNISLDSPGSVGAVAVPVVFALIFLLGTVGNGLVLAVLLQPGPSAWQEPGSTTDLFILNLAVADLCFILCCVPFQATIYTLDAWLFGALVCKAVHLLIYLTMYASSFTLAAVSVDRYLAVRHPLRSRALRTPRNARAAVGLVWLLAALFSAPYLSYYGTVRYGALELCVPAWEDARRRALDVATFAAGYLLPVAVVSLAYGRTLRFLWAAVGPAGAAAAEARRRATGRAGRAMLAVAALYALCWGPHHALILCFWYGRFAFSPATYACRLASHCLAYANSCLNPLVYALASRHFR
The depositor's hits bear a star; nt = not tested or not shown; & = joins results of further samples. Not all compounds are listed (hit frequency here may not be typical).

entry	Compound	IDE act	CRFBP-R2 agonist	pCIP destab	CRFBP-R2 block	IDE inh
1	COC(=O)C1=C(c2ccc(C(C)=O)cc2)C[C@@H]2CC[C@H]1N2C(=O)NCc1ccc(C(F)(F)F)cc1	9	68*	nt	-16	2
2	CC1(CCl)CN1S(=O)(=O)c1ccccc1 (stereo not given)	-3	2.9	-7	-8	-1
3	COc1ccc2cc(C(=O)C3CCCN(C4CCOCC4)C3)ccc2c1 (stereo not given)	-3	0.8	-2	9	1
4	COc1ccccc1CCNC(=O)CCC(=O)N1CC2C[C@@H](C1)Cn1c2cccc1=O	3	-3.0	-2	4	0
5	O=c1[nH]c(O)c(C=Nc2cccc(F)c2)c(=O)[nH]1	4	-0.6	0	1	2
6	CCCCn1c(O)c(C(CC)=NC(C)c2ccccc2)c(=O)[nH]c1=O (stereo not given)	2	2.8	5	-10	5
7	Cc1nc2cc([N+](=O)[O-])ccc2c(=O)n1-c1ccccc1[N+](=O)[O-]	0	-2.9	-32	12	3
8	Cc1nn(CC(=O)N2CCC3(CC2)OCCO3)c(=O)c2cc3ccccc3n12	-3	-2.8	6	-4	-2

entry	PHOSPHO1 inh	MEKK3 PB1 HTS	M4 PAM	GalR3 antagonist
1	nt	nt	-6	nt
2	32	106	-5	-3
3	-20	105	-13	-7
4	29	101	3	-7
5	42	98	3	-7
6	0	104	-5	-6
7	48	116	4	-8
8	29	103	-2	2

(cont.)
entry	Compound	IDE act	CRFBP-R2 agonist	pCIP destab	CRFBP-R2 block	IDE inh
9	CCCCCCC(=O)N/N=C/c1c(O)n(C(C)CC)c(=S)[nH]c1=O (stereo not given)	5	-1.2	-9	3	8
10	O=C1CC(c2cccnc2)=NN1c1ccc(Cl)cc1Cl	-5	1.1	-17	-10	7
11	COc1ccc(OC(=O)N(C)C[C@@H]2OCc3cnnn3CCCC(=O)N([C@H](C)CO)C[C@H]2C)cc1	nt	3.1	nt	-2	nt
12	COP(=O)(OC)C1(O)C(=O)Nc2ccc(Br)cc21 (stereo not given)	-1	1.9	5	10	4
13	Cc1cccc(N2C(=O)NC(=O)/C(=C/c3ccc(-c4ccc(C(=O)O)c(Cl)c4)o3)C2=O)c1	nt	nt	11	nt	1
14	CC(Cc1ccccc1)N(C)CC1C(=O)C2CCC1C2 (stereo not given)	-3	-0.7	nt	-3	nt
15	COc1cc(OC)c(OC)cc1C=O	-3	-2.0	nt	7	2
16	Clc1ccccc1CNC1CN2CCC1CC2 (stereo not given)	1	0.3	-3	-5	0

entry	PHOSPHO1 inh	MEKK3 PB1 HTS	M4 PAM	GalR3 antagonist
9	24	103	-15	-5
10	20	98	0	-4
11	nt	nt	0	-4
12	8	97	23*	-6
13	-20	94	nt	nt
14	nt	nt	11	3
15	nt	nt	4	-4
16	18	99	-10	-1

Other structures:
entry	Compound	IDE act	CRFBP-R2 agonist	pCIP destab	CRFBP-R2 block	IDE inh
17	COc1cccc(N=Nc2c(O)[nH]c(=S)[nH]c2=O)c1	0	-1.8	-29	10	-5
18	CC1(C)CN=C(NCc2ccccc2)S1	4	0.4	nt	-7	-1
19	COc1cccc(C2(C#N)CCN(C)CC2)c1	2	5.0	12	8	7
20	C=CCn1c(O)c(C(CC)=Nc2ccc(C(=O)O)cc2)c(=O)[nH]c1=O	-2	-0.6	-17	0	-1
21	CCN1C[C@]2(COC)CC[C@H](OC)[C@@]34C5C[C@H]6C(=O)C5[C@](O)(C[C@H]6OC)[C@@](O)(C(OC)C23)[C@@H]14 (stereo not given in full)	-3	-1.0	nt	1	-2
22	COC(=O)C1=C(c2cc3ccccc3s2)C[C@@H]2CC[C@H]1N2C(=O)NCCO	4	-0.3	nt	-6	1
23	C/C(=N\N1CCCCCC1)c1c(O)n(-c2ccc(Cl)cc2)c(=O)[nH]c1=O	0	-3.2	-18	-22	6
24	O=C(Cn1cnc2ccccc2c1=O)NCC(=O)N1CCC2(CC1)OCCO2	2	1.0	3	-8	-4

entry	PHOSPHO1 inh	MEKK3 PB1 HTS	M4 PAM	GalR3 antagonist
17	41	100	-13	-2
18	nt	100	-1	-11
19	-30	96	0	-4
20	8	98	-1	-2
21	nt	105	3	-7
22	nt	107	8	-3
23	13	98	-5	-5
24	15	105	2	-2

Compounds shown so far with four or more nitrogen atoms:
entry	Compound	IDE act	CRFBP-R2 agonist	pCIP destab	CRFBP-R2 block	IDE inh
7	Cc1nc2cc([N+](=O)[O-])ccc2c(=O)n1-c1ccccc1[N+](=O)[O-]	0	-2.9	-32	12	3
8	Cc1nn(CC(=O)N2CCC3(CC2)OCCO3)c(=O)c2cc3ccccc3n12	-3	-2.8	6	-4	-2
9	CCCCCCC(=O)N/N=C/c1c(O)n(C(C)CC)c(=S)[nH]c1=O (stereo not given)	5	-1.2	-9	3	8
11	COc1ccc(OC(=O)N(C)C[C@@H]2OCc3cnnn3CCCC(=O)N([C@H](C)CO)C[C@H]2C)cc1	nt	3.1	nt	-2	nt
17	COc1cccc(N=Nc2c(O)[nH]c(=S)[nH]c2=O)c1	0	-1.8	-29	10	-5
23	C/C(=N\N1CCCCCC1)c1c(O)n(-c2ccc(Cl)cc2)c(=O)[nH]c1=O	0	-3.2	-18	-22	6
24	O=C(Cn1cnc2ccccc2c1=O)NCC(=O)N1CCC2(CC1)OCCO2	2	1.0	3	-8	-4

entry	PHOSPHO1 inh	MEKK3 PB1 HTS	M4 PAM	GalR3 antagonist
7	48	116	4	-8
8	29	103	-2	2
9	24	103	-15	-5
11	nt	nt	0	-4
17	41	100	-13	-2
23	13	98	-5	-5
24	15	105	2	-2

Additional compounds follow.
entry	Compound	IDE act	CRFBP-R2 agonist	pCIP destab	CRFBP-R2 block	IDE inh
25	CN1CCC2(CC1)C(C#N)=C(N)NC(S)=C2C#N	-1&-5	4.2&14	-9&-2	9&-5	3&3
26	O=C1NC(=O)N(c2ccc3c(c2)OCO3)C(=O)/C1=C/c1ccsc1	0	3.3	-24	-44	5
27	C[C@]12CCC3C(C(=O)C[C@H]4C[C@@H](O)CC[C@]34C)C1CCC2=O (stereo not given in full)	1	-0.7	nt	-1	-3
28	CCCCCCn1c(=O)c(C(=O)Nc2nnc(C)s2)c(O)c2ccccc21	nt	nt	5	nt	3
29	CN(C)C(=O)On1c(-c2ccccc2)nc2ccc(Cl)cc21	5	-2.4	-5	-29	0
30	Cc1cccc(-n2c(-c3ccco3)nc3ccccc3c2=O)c1C	2	1.3	-3	-38	7
31	O=c1c2ccccc2nc(Cc2ccccc2)n1-c1cccc(O)c1	-4	11	-8	17	-2
32	CCOC(=O)[C@]12Cc3c(cc(OC)c(OC)c3OC)[C@H]1N(Cc1ccccc1)C(=O)c1ccccc12	6	0.0	nt	18	nt

entry	PHOSPHO1 inh	MEKK3 PB1 HTS	M4 PAM	GalR3 antagonist
25	19&-14	91&100	2&3	-6&-3
26	6	101	6	-5
27	nt	nt	6	-4
28	26	97	nt	nt
29	1	105	11	-5
30	8	102	2	-4
31	10	103	8	-2
32	nt	nt	11	-7

Next section
entry	Compound	IDE act	CRFBP-R2 agonist	pCIP destab	CRFBP-R2 block	IDE inh
33	COC(=O)N(c1ccc(OC)cc1)P1(=S)OCCC(C)O1 (stereo not given)	-1	-2.1	-3	7	-1
34	COC1=CC(=O)OC(CCc2ccc3c(c2)OCO3)C1 (stereo not given)	5	4.4	nt	-1	nt
35	CC[C@H]1C2C[C@H]3[C@@H]4N(C)c5ccccc5C45C[C@H](C2[C@H]5O)N3[C@@H]1O (stereo not given in full)	-3	0.9	nt	10	6
36	COc1ccc(-n2c(C)nc3cc(C(=O)N4CCC5(CC4)OCCO5)ccc32)cc1	4	1.1	-7	17	0
37	CC1CN(C)C(C)(C)CC1(O)c1ccccc1 (stereo not given)	3	-0.1	-10	3	-2
38	Cc1nc2ccccc2c(=O)n1-c1cc([N+](=O)[O-])cc([N+](=O)[O-])c1	1	0.5	-7	26	5
39	Cc1cccc(CN2CCN(CC(=O)N3CCC4(CC3)OCCO4)C2=O)c1	7	0.1	17	8	4
40	CCOC(=O)C1SC2(C(F)F)CC1(O)c1c(c(OC)c3occc3c1OC)O2 (stereo not given)	1	-0.6	-2	-6	2

entry	PHOSPHO1 inh	MEKK3 PB1 HTS	M4 PAM	GalR3 antagonist
33	65*	98	10	0
34	nt	nt	-2	-5
35	nt	nt	-2	-3
36	48	90	2	-5
37	-4	105	-4	-1
38	51	106	0	-2
39	12	95	4	0
40	27	102	-4	-5

(cont.)
entry	Compound	IDE act	CRFBP-R2 agonist	pCIP destab	CRFBP-R2 block	IDE inh
41	Cc1cccc(N2C(=O)/C(=C/c3ccc(N4CCN(C)CC4)o3)C(=O)NC2=S)c1C	-26	51*	-5	-29	9
42	CC(=O)NC(Cc1ccc(N(CCCl)CCCl)cc1)C(=O)NC(C(=O)O)C(C)C (stereo not given)	8	0.0	-9	-12	6
43	O=C(Cc1cccs1)N1Cc2ccccc2-n2nncc2C1	nt	0.8	nt	-6	nt
44	COP(=O)(NC(=O)C(Cl)(Cl)Cl)OC	8	0.9	2	8	5
45	Cc1cc(/C=C2\C(=O)NC(=O)N(c3ccc(F)cc3)C2=O)c(C)n1-c1cccc(C(=O)O)c1	nt	9.2	-19	0	6
46	OCc1cnc[nH]1	4	-2.6	4	-12	-2
47	COc1ccc(C2=NCC(=O)N(CC(=O)NCc3ccco3)c3sc4c(c32)CCCC4)cc1OC	2	-0.7	-6	-6	1
48	CN1CCN2c3ccccc3CC3(C(=O)N(C)C(=O)N(C)C3=O)C2C1 (stereo not given)	4	-1.1	-4	0	0

entry	PHOSPHO1 inh	MEKK3 PB1 HTS	M4 PAM	GalR3 antagonist
41	9	93	4	-3
42	19	97	4	-2
43	nt	nt	0	0
44	28	103	-2	-7
45	22	94	-6	8
46	-1	88	-2	nt
47	10	100	-6	-8
48	12	100	21	-2

Continued:
entry	Compound	IDE act	CRFBP-R2 agonist	pCIP destab	CRFBP-R2 block	IDE inh
49	CCCCn1c(O)c(C(C)=Nc2c(C)n(C)n(-c3ccccc3)c2=O)c(=O)[nH]c1=O	3	0.5	-4	-12	7
50	O=C(CN1CCN(CCO)CC1)Nc1ccc(Cl)cc1C(=O)c1ccccc1	8	0.3	1	2	3
51	CCCCN=C[C@]12CCC(O)CC1(O)CCC1[C@@H]2CC[C@]2(C)[C@H](C3C=CC(=O)O3)CCC12O (stereo not given in full)	-1	-1.7	-3	2	2
52	CCS(=O)(=O)NCc1nnc2n1-c1ccc(Br)cc1C(c1ccccc1Cl)=NC2	-1	0.9	nt	-23	2
53	O=c1[nH]c(CN2CCNCC2)nc2ccccc12	-1	0.2	12	-2	7

entry	PHOSPHO1 inh	MEKK3 PB1 HTS	M4 PAM	GalR3 antagonist
49	-2	102	-4	2
50	-10	106	6	-2
51	23	108	5	8
52	nt	nt	1	-6
53	6	93	10	1
